ELG1 repair inh – inhibitors of ELG1-dependent DNA repair in HEK293T cells | HEK293T ELG1-luciferase reporter, luminescence, 16 h; DNA damage induced by 5-fluorouridine | 330,000 compounds, 2.3% hits | Potency, µM (top dose mostly 46.1 µM), for inactives: at the top dose activity change, negative = inhibition, actives largely listed as inhibitors; note: potency is the fitted concentration of half-maximal effect; % is set by controls: 0 for no effect and ±100 for the full control effect; nearly all actives have a fitted effect of over 55% in size
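Luminescence from the luciferase reporter, measured 30 min after ONE-Glo reagent at room temperature, was the read-out. Beforehand, 2,000 cells per well were exposed for 16 hr at 37 °C to 5-fluorouridine together with compound or vehicle.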
Menin MLL FP TR – inhibitors of human menin-MLL interaction, mutant MLL peptide | AID 1768 | 270,000 compounds, 0.23% hits | Potency, µM (top dose mostly 61.6 µM), for inactives: at the highest dose FP activity change, negative = inhibition, actives largely listed as inhibitors | O00255 | Menin + Texas Red MLL mutant peptide, fluorescence polarization; active = well fitted inhibition curve with a large enough effect in the polarisation, with a control signal flat, not every such curve was filed as active; inconclusive = small, poorly fitted or top-dose-only effect, or effect the other way, or a change in a side signal; inactive = no such curve, though single readings can be large or run the other way; the % refers to the polarisation; note: potency is the fitted concentration of half-maximal effect; % of control where 0% means no effect; many of its hits are not listed in these tables
MBNL1 CUG block – inhibitors of human MBNL1 binding to CUG repeat RNA; Q9NR56; TR-FRET MBNL1-His/biotin-(CUG)12 binding, 665/545 ratio; Potency, µM (titrated, usually from 57.5 µM), for inactives: at the highest dose activity change, negative = inhibition, actives largely listed as inhibitors; 280,000 compounds, 0.036% hits; active = well fitted inhibition curve with a large enough effect in the signal ratio, with a control signal flat, not every such curve was filed as active; inconclusive = small, poorly fitted or top-dose-only effect, or effect the other way, or a change in a side signal; inactive = no such curve, though single readings can be large or run the other way; the % refers to the signal ratio; note: potency is the fitted concentration of half-maximal effect; % is set by controls: 0 for no effect and ±100 for the full control effect
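His-tagged MBNL1 binding to biotinylated (CUG)12 RNA was measured by TR-FRET using terbium anti-His antibody (0.055 ng/ul final) and streptavidin-XL665 (5 nM final). Compounds were titrated 92 nM to 58 uM; 60 min at room temperature.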
Rab9 promoter act – activators of Rab9 promoter. 320,000 compounds, 2.8% hits. Huh7 Rab9 promoter-luciferase reporter, luminescence, 24 h. Potency, µM (titrated, usually from 9.22 µM), inactives show at the highest dose activation, negative = inhibition, actives largely listed as activators; note: potency is the fitted concentration of half-maximal effect; % of control where 0% means no effect; nearly all actives have a fitted effect of over 60% in size
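Huh7 cells stably carrying Rab9 promoter–luciferase reporter, plated 1500 cells/well, compound added after 2 h and incubated 24 h at 37 °C; luciferase luminescence then read after 10 min with detection reagent.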
PKM2 activator – increases activity of human pyruvate kinase M2 | 260,000 compounds, 0.34% hits | purified PKM2, Kinase-Glo ATP luminescence, activation; response scale: 0% is enzyme alone, no compound | Potency, µM (doses to about 57.5 µM), inactives show at the highest dose activation, actives largely listed as activators | AID 1631; note: potency is the fitted concentration of half-maximal effect; % is set by controls: 0 for no effect and ±100 for the full control effect; nearly all actives have a fitted effect of over 55% in size
Target sequence (P14618 whole entry, looked up): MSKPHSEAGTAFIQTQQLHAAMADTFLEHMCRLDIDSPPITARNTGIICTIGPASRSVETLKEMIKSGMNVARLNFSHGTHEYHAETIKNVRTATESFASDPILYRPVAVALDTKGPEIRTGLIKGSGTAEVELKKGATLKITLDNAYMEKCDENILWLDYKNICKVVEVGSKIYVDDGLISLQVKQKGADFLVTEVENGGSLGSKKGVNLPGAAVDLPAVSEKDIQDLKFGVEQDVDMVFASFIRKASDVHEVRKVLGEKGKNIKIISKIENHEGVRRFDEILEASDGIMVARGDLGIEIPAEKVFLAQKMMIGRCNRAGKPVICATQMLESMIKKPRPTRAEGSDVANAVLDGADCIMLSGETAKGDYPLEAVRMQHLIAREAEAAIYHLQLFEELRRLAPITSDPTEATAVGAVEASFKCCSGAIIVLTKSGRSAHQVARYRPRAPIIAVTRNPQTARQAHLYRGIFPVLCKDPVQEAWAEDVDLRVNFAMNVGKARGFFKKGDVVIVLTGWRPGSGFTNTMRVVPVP
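Kinase-Glo luminescence reports ATP generated from ADP (0.1 mM) and PEP (0.5 mM) by purified hPK-M2 after 1 h at room temperature, pH 7.2 imidazole buffer; intermediate enzyme activity allows detecting inhibitors and activators.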
NPC1 promoter act – activators of NPC1 promoter. Huh7 NPC1 promoter luciferase reporter, 24 h. 320,000 compounds, 2.4% hits. Potency, µM (top dose mostly 9.22 µM), without a hit: top-dose activation, usual class: activators. AID 485313;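 note: potency is the fitted concentration of half-maximal effect; % of control where 0% means no effect; nearly all actives have a fitted effect of over 60% in size; reporter is driven by a mutant NPC1 promoter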
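Quantitative HTS used a cell-based reporter: Huh7 cells stably bearing the NPC1 promoter upstream of luciferase were treated with compounds for 24 h, and promoter activation was read as luminescence.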
RORg inh – inhibitors of mouse ROR gamma transcriptional activity; Drosophila S2 Gal4-RORgamma UAS-luciferase reporter, 20 h; 310,000 compounds, 5.4% hits; Potency, µM (titrated, usually from 53.6 µM), without a hit: at the top dose activity change, negative = inhibition, actives largely listed as inhibitors; P51450; note: potency is the fitted concentration of half-maximal effect; % is set by controls: 0 for no effect and ±100 for the full control effect; nearly all actives have a fitted effect of over 60% in size
Target sequence (P51450 whole entry, looked up, the tested form may be a part): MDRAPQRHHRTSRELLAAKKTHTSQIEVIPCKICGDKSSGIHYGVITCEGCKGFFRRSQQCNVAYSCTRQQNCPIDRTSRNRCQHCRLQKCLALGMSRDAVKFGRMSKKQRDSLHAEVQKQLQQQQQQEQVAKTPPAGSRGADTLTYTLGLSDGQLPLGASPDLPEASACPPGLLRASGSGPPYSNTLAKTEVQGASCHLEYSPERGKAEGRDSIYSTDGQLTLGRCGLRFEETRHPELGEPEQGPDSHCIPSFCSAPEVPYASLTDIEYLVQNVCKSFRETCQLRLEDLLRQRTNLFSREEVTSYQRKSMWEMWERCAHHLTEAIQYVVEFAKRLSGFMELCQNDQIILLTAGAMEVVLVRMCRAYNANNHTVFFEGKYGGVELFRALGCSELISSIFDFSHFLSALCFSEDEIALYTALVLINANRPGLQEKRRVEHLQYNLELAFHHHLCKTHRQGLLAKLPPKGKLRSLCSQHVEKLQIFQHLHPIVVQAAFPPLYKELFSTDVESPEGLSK
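ROR gamma transcriptional activity was tracked as Gal4-UAS luciferase output in stably transfected Drosophila Schneider cells, with compound added 1 hr before 700 uM copper sulfate induction and a 20 hr ambient-temperature incubation.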
FLuc modulator – firefly luciferase modulation, counter-screen for miR-21 project; 360,000 compounds, 6.9% hits; Potency, µM (series often up to 57.5 µM), for the others: top-dose activity change, negative = inhibition, hits mostly inhibitors; purified FLuc, Km substrates, luminescence inhibition; P08659;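 note: potency is the fitted concentration of half-maximal effect; plate controls were vehicle for no effect and reference inhibitor for full effect; nearly all actives have a fitted effect of over 55% in size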
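Purified P. pyralis luciferase, 10 nM final, with Km-level 10 uM D-luciferin and 10 uM ATP in 50 mM Tris acetate pH 7.5, 10 mM Mg acetate, 0.01% Tween-20, 0.05% BSA; 6-point qHTS titration about 60 µM downward; luminescence read.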
VP16 counter – inhibits Gal4-VP16 luciferase reporter, ROR gamma counter-screen; Drosophila S2 Gal4-VP16 UAS-luciferase, luminescence, 20 h; Potency, µM (doses to about 53.6 µM), for the others: top-dose activity, negative = inhibition, most hits filed as inhibitors; 310,000 compounds, 3.5% hits;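 note: Gal4-VP16 expression switched on by copper sulfate through the metallothionein promoter; potency is the fitted concentration of half-maximal effect; % is set by controls: 0 for no effect and ±100 for the full control effect; nearly all actives have a fitted effect of over 50% in size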
Mito fusion act – blocks mitochondrial division or promotes mitochondrial fusion. S. cerevisiae fusion-defective mutant growth rescue, CellTiterGlo 48 h. Potency, µM (top dose mostly 46.1 µM), without a hit: at the highest dose growth rescue (activation), usual class: activators. 320,000 compounds, 0.23% hits;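 note: potency is the fitted concentration of half-maximal effect; % of control where 0% means no effect; nearly all actives have a fitted effect of over 45% in size; temperature-sensitive fusion mutants such as fzo1-1 at 37 °C on non-fermentable ethanol glycerol medium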
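Yeast fusion mutant, YPEG (non-fermentable carbon), compound, 48 h at 37C non-permissive; CellTiterGlo added, 10 min RT, luminescence read. Rescued growth = division inhibition.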
KCNH2 3.1 block – blocks the human KCNH2 3.1 channel isoform | U2OS KCNH2 3.1, thallium flux FluxOr; stronger effect = lower value | activity change, % (tested at about 1.8 µM) | 340,000 compounds, 0.95% hits | AID 720553;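 active = maximum activity change below -70%; inconclusive = maximum activity change from -70% to -50%; inactive = maximum activity change above -50%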;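 note: thallium influx rate constant from kinetic fluorescence after stimulation buffer; % is set by controls: 0 for no effect and ±100 for the full control effect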
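Steps: virus added to U2OS suspension (4 h, RT, dark); medium with 10% FBS added, cells plated, 37 C overnight; FluxOr/Red40 loading buffer 45 min RT; stimulation buffer, 2 min kinetic read; rate constant normalized.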
Starred values were filed as active, the others as inactive; ? = inconclusive; . = not tested or not shown; [ ] = dose if it differs, or a comment. Unless noted, calls come from the whole dose curve; as a rule, active = well fitted curve in the direction sought with a large enough effect; inconclusive = small, poorly fitted or top-dose-only effect, or another doubt; inactive = no such curve, though single readings can be large; an effect the other way counts as inactive or inconclusive.

Sample of the layout, four compounds:
SMILES | ELG1 repair inh | Menin MLL FP TR | MBNL1 CUG block | Rab9 promoter act | PKM2 activator | NPC1 promoter act | RORg inh | FLuc modulator | VP16 counter | Mito fusion act | KCNH2 3.1 block
C/C=C(\C)C(=O)Nc1cccc(C2=NOC3(C2)C[C@H](C(N)=O)N(C(=O)C(c2ccccc2)c2ccccc2)C3)c1 (stereo partly specified) | ? | . | -1% | -8% | 2% | -4% | 10% | -4% | -4% | ? | .
COc1ccc(NS(=O)(=O)c2ccc3nc(COc4ccc(Cl)c(C)c4)[nH]c3c2)cc1 | ? | ? | -5% | 7% | 13% | 0% | ? | 1% | ? | -6% | -17
CCN1C(=O)C(C(=O)NC(C)c2ccccc2)C2CC1(C)Oc1ccccc12 (stereo unspecified) | -4% | -2% | 12% | -7% | 2% | 0% | 0% | -2% | -4% | 21% | -12
Cc1ccc(CNC(=O)[C@@H](NC(=O)C2CCN(C(=O)[C@@H](N)CC(C)C)CC2)C(C)C)cc1 | 19% | -12% | 0% | -2% | 0% | -1% | -5% | 3% | 5% | 3% | 5

Main list, previewed entries included:
SMILES | ELG1 repair inh | Menin MLL FP TR | MBNL1 CUG block | Rab9 promoter act | PKM2 activator | NPC1 promoter act | RORg inh | FLuc modulator | VP16 counter | Mito fusion act | KCNH2 3.1 block
C/C=C(\C)C(=O)Nc1cccc(C2=NOC3(C2)C[C@H](C(N)=O)N(C(=O)C(c2ccccc2)c2ccccc2)C3)c1 (stereo partly specified) | ? | . | -1% | -8% | 2% | -4% | 10% | -4% | -4% | ? | .
COc1ccc(NS(=O)(=O)c2ccc3nc(COc4ccc(Cl)c(C)c4)[nH]c3c2)cc1 | ? | ? | -5% | 7% | 13% | 0% | ? | 1% | ? | -6% | -17
CCN1C(=O)C(C(=O)NC(C)c2ccccc2)C2CC1(C)Oc1ccccc12 (stereo unspecified) | -4% | -2% | 12% | -7% | 2% | 0% | 0% | -2% | -4% | 21% | -12
Cc1ccc(CNC(=O)[C@@H](NC(=O)C2CCN(C(=O)[C@@H](N)CC(C)C)CC2)C(C)C)cc1 | 19% | -12% | 0% | -2% | 0% | -1% | -5% | 3% | 5% | 3% | 5
O=C(O)c1ccc(-n2c(-c3cc(C4CC4)[nH]n3)n[nH]c2=S)cc1 | -10% | . | -1% | 2% | -2% | -7% | -9% | -13% | -1% | 4% | 10
Cc1ccccc1N(C(=O)CS(=O)CC(=O)Nc1ccc(F)cc1)C(C)C(=O)NC(C)(C)C (stereo unspecified) | -3% | -6% | -6% | -6% | -3% | 0% | 20% | 1% | 5% | -1% | 7
CCCCCn1c(SC(C)C(C)=O)nc2c1c(=O)[nH]c(=O)n2C (stereo unspecified) | 8% | -14% | -5% | -1% | 0% | 2% | -13% | 4% | 3% | -4% | ?
O=C1c2ccccc2S(=O)(=O)N1CC1CC(c2ccc(Cl)cc2)=NO1 (stereo unspecified) | ? | 17% | -16%[11.5 µM] | 2.2µM* | 15% | 3.5µM* | 0% | 2.4µM* | -27% | 16µM* | 2
CCCc1c(CC)c(=N)c2ccccc2n1C | -4% | -20% | ? | -15% | -21% | -5% | 36% | -11% | -4% | -6% | 13
Cc1cccc(N2CC(C(=O)Nc3ccc(S(=O)(=O)N4CCOCC4)cc3)CC2=O)c1C (stereo unspecified) | -1% | -1% | 3% | -6% | . | 2% | 2% | 5% | -3% | 3% | 14
CCn1cc(C(=O)OCC(=O)N(C)C2CCS(=O)(=O)C2)c(=O)c2ccc(C)nc21 (stereo unspecified) | 0% | -2% | 4% | 7% | 3% | 5% | 3% | -1% | 1% | -1% | -22
CC(=O)c1ccc(NC(=S)Nc2ccc(Br)c(Cl)c2)cc1 | 1% | 0% | -3% | 14% | -33% | -2% | -31% | -13% | 0% | -7% | -14
CCOC(=O)C1=C(C)NC(=O)NC1/C=C/c1ccccc1OC (stereo unspecified) | -10% | 0% | 0% | -2% | -4% | -2% | 13% | 1% | -5% | 2% | 15
O=C(Cc1ccc(Cl)cc1)Nc1cccc(S(=O)(=O)N2CCCCC2)c1 | ? | . | . | -4% | . | -3% | . | -2% | . | 7% | -16
O=C(NCc1ccc(F)cc1)C1CCCN(C(=O)Nc2ccc(F)cc2)C1 (stereo unspecified) | -9% | -21% | -3% | -5% | 5% | -5% | 0% | -2% | -10% | 1% | 10
Cc1ccc(C)c(S(=O)(=O)NCCCN2CCOCC2)c1 | 0% | -1% | -5% | -13% | 0% | -3% | -28% | 1% | 11% | 0% | -5
O=C(NCC(c1ccc(F)cc1)N1CCOCC1)c1ccc(Br)o1 (stereo unspecified) | -5% | -9% | -6% | -3% | -2% | -1% | 3% | 4% | -2% | 2% | 2
COc1ccc(-c2nn(-c3ccccc3)cc2C2CC(c3cccs3)=NN2C(=O)CCC(=O)O)cc1 (stereo unspecified) | 6% | . | 1% | -11% | 1% | 2% | ? | -3% | -6% | 0% | -1
O=C(N=C1SC2CS(=O)(=O)CC2N1c1ccc(Cl)cc1Cl)C1CC1 (stereo unspecified) | 13% | 0% | -3% | -1% | 6%[0.46 µM] | -4% | 6% | 2% | -7% | -3% | -13
Cc1ccc(NC(=O)C2=NNC(=O)CC2)cc1F | ? | . | -11% | ? | -6% | ? | 22% | ? | -15% | 3% | 8
CC(C)(C)c1ccccc1NC(=S)NCc1ccccc1 | ? | 10% | -14% | -10% | 9% | -1% | 6% | -2% | ? | 10% | 2
Cc1c(NC(=O)c2c(N)sc3c2CCCC3)c(=O)n(-c2ccccc2)n1C | 15% | -13% | 13% | -1% | -7% | 0% | 1% | -9% | -6% | -8% | -15
CCNS(=O)(=O)c1ccc(CCC(=O)N2CCN(Cc3ccccc3)CC2)cc1 | -15% | -5% | -5% | 5% | -4%[11.5 µM] | -4% | 24% | 4% | 16% | 0% | -9
COCCCNC(=O)CN(c1cc(Cl)ccc1OC)S(=O)(=O)c1ccc(C)c([N+](=O)[O-])c1 | -6% | -13% | 2% | 4% | -3% | -4% | 26% | 3% | 15% | 5% | -6
COc1cccc(NC(=O)c2nc3nc(C)cc(C(F)F)n3n2)c1 | 19% | 14% | 5% | -4% | -1% | -1% | -20% | -3% | 14% | -2% | -2

Other compounds follow:
SMILES | ELG1 repair inh | Menin MLL FP TR | MBNL1 CUG block | Rab9 promoter act | PKM2 activator | NPC1 promoter act | RORg inh | FLuc modulator | VP16 counter | Mito fusion act | KCNH2 3.1 block
O=C(O)c1ccc(S(=O)(=O)c2ccc3c(c2)C(=O)N(NC(=O)c2ccncc2)C3=O)cc1 | 1% | . | 11% | -2% | 1% | -4% | 2% | 4% | -5% | -1% | 8
CCCOC(=O)Cn1cnc2scc(-c3ccc(OC)cc3)c2c1=O | 4% | -1% | -3% | ? | 1% | -2% | -20% | -8% | -5% | -4% | -2
CSc1ccc(/C=N/Nc2nc(C)cc(=O)[nH]2)cc1 | ? | -3% | 12% | 26% | -13% | 16% | 17% | ? | 2% | -3% | -3
COc1ccccc1OCCNC(=O)CCNC(=O)c1ccccc1OC | 6% | . | . | -3% | . | 1% | . | 0% | . | 0% | -1
O=C(COC(=O)Cc1ccc(Cl)cc1)Nc1cc(S(=O)(=O)N2CCOCC2)ccc1N1CCCC1 | -4% | 3% | -19% | -4% | 1% | -1% | 21% | -2% | -1% | -2% | 8
COc1ccccc1NC(=O)c1c(O)c2ccccc2[nH]c1=O | ? | ? | -2% | ? | . | 1.3µM* | 34% | ? | ? | 4% | -5
COCCNC(=S)N(CCc1c(C)[nH]c2ccc(C)cc12)Cc1cccnc1 | 12% | 7% | 0% | -10% | . | -2% | 6% | 0% | 2% | 9% | -6
CC1=CC(=O)C2=C(C)CC[C@@H]3[C@H](OC(=O)[C@H]3C)[C@@H]12 | 20% | . | -5% | -2% | -5% | -5% | 1% | 2% | -15% | 8% | -12
CC1=CC(C)(C)N2C(=O)C(=Nc3ccc(O)cc3)c3cccc1c32 | -7% | . | ? | -1% | ? | -3% | -14% | ? | ? | -6% | -24

Not all compounds are listed; the hit share may differ from the screen's.
